esBAF inh: Bmi1 luciferase reporter increase in mESCs, primary screen, esBAF inhibitor project, mouse ES cells, Bmi1 luciferase knock-in, single point | 24 h; 100% = twice the neutral-well signal | reporter increase, % at 12.5 µM | 350,000 compounds, 2% hits | AID 602393, 2012; in the data active means activation above about 40%; inconclusive means no clear call, values can overlap the other calls;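 further: 0% = median of the plate's neutral control wells and 100% = double that signal; a rise in the Bmi1 reporter signal indicates esBAF inhibition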
ARNT TACC3 PPI: disruptors of ARNT/TACC3 protein interaction, primary screen, biochemical, AlphaScreen, single concentration | Transforming acidic coiled-coil-containing protein 3 (Homo sapiens), Q9Y6A5 | AlphaScreen His-ARNT PAS-B/GST-TACC3 binding, luminescence; TACC3 fragment carries E629A point mutation | inhibition, % at 9.99 µM | 390,000 compounds, 0.66% hits;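 active means mean inhibition of replicates at least 50% and at least half of replicates each reaching 50%; inconclusive means half or more replicates reach 50% but mean below 50%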;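 further: 0% = complete ARNT plus TACC3 wells and 100% = ARNT alone without TACC3; many hits fall short of the cut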
RAD54 inh: inhibitors of human RAD54 branch migration, primary screen, biochemical, fluorescence, single point; DNA repair and recombination protein RAD54-like (Homo sapiens), Q92698; RAD54 Holliday junction branch migration, FAM/BHQ fluorescence; inhibition, % at 10.4 µM; 360,000 compounds, 0.14% hits; AID 602329, 2012;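 active means mean normalized replicate activity at least 40 and at least half of replicates scoring 40 or more; inconclusive means only one of the two criteria met; inactive means mean below 40 and under half of replicates reaching 40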;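 further: 0% = median of neutral control wells and 100% = median of positive control wells; inhibitors cause a drop in the FAM fluorescence signal; in these data hits start at about 50%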
Target sequence (Q92698 whole entry, looked up): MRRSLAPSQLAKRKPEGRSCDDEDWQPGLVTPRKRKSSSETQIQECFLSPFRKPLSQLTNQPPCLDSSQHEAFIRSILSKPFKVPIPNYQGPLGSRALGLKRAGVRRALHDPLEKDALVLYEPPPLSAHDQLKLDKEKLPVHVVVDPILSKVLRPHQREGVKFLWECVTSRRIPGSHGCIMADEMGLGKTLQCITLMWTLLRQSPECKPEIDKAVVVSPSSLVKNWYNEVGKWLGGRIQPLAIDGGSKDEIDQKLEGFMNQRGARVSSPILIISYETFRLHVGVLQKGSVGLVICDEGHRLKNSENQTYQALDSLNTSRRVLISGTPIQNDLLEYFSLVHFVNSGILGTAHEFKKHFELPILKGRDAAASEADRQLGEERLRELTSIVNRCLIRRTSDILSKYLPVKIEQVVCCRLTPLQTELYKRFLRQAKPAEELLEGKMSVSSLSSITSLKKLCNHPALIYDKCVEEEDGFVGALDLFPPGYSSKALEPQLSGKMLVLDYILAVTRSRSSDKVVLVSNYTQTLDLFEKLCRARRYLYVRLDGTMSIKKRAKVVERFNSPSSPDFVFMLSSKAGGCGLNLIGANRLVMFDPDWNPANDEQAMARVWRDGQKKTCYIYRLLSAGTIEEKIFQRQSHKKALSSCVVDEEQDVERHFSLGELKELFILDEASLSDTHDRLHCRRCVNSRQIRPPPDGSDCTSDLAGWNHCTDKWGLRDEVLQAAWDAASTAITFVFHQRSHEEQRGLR
An asterisk follows results filed as active; ? = inconclusive. An excerpt; rates above refer to the full screens.

SMILES	esBAF inh	ARNT TACC3 PPI	RAD54 inh
CN1CCN(S(=O)(=O)c2ccc(N3CCN(S(=O)(=O)c4cccs4)CC3)nc2)CC1	1	0	-9
O=C(COC(=O)c1cc(-c2ccco2)nc2ccccc12)NCc1ccc2c(c1)OCO2	-4	1	4
Cn1c(CNS(=O)(=O)c2ccc(Br)cc2)n[nH]c1=S	1	-2	-26
Nn1c(SCc2nc3ccccc3[nH]2)nnc1-c1cccnc1	-6	7	-7
CCCCn1c2nc3ccccc3nc2c2c(=O)n(CCC)cnc21	1	-2	-1
CC(C)C(=O)N1CCC(CN=Cc2c(O)n(C3CCCCC3)c(=O)n(C3CCCCC3)c2=O)CC1	-1	-5	-8
COc1cc2[nH]c(=O)n(CCC(=O)N3CCN(c4cccc(C)c4C)CC3)c(=O)c2cc1OC	-6	-4	-4
CCOC(=O)C1Oc2ccccc2C(C(=O)OC)=C1C(=O)OC (stereo unspecified)	-3	-2	-11
N#CCOC(=O)c1sccc1-n1cccc1	-11	2	1
Cc1sc(NC(=O)/C=C/c2ccc(C(C)C)cc2)c(C#N)c1C	0	-4	5

Whole records, quoted from the list. Screens in order: esBAF inh | ARNT TACC3 PPI | RAD54 inh
Results for Cc1sc(NC(=O)/C=C/c2ccc(C(C)C)cc2)c(C#N)c1C : 0 | -4 | 5
Results for CCOC(=O)C1Oc2ccccc2C(C(=O)OC)=C1C(=O)OC (stereo unspecified) : -3 | -2 | -11
Results for N#CCOC(=O)c1sccc1-n1cccc1 : -11 | 2 | 1

Next results:
SMILES	esBAF inh	ARNT TACC3 PPI	RAD54 inh
Cc1cc(C)n(-c2nnc(C)n2/N=C/c2ccccc2F)n1	-2	-16	-5
O=C(c1ccc(F)cc1)c1cc2ccccc2o1	64*	-8	-1
Cc1cc(S(=O)(=O)N(Cc2ccc3c(c2)OCO3)CC2CCCO2)ccc1-n1cnnn1 (stereo unspecified)	5	-4	-8
O=C(Nc1nccs1)c1sc2cc(Cl)ccc2c1Cl	57*	-1	4
CC(Nc1nc(N2CCN(S(C)(=O)=O)CC2)nc2ccccc12)c1ccccc1 (stereo unspecified)	-3	4	8
CC(C)(C)OC(=O)N1CC2Cc3[nH]c(=O)ccc3C(C2)C1 (stereo unspecified)	1	0	12
O=C(N/C=C\c1ccccc1)NCc1ccc(Cl)cc1Cl	-6	-23	-6
CN1CCN(C(=O)N2c3ccccc3C=Cc3ccccc32)CC1	8	2	-2
O=c1oc2ccccc2n1CSC1=NCCS1	19	-10	4
Cc1cc(=O)oc2cc(OCCSCCN3CCOCC3)ccc12	9	-2	9
O=C(CSc1nnc(-c2ccccc2)n1Cc1ccco1)Nc1ccc2c(c1)OCCO2	0	0	5
Cc1ccc(C(=O)Nc2nc3ccc(S(C)(=O)=O)cc3s2)o1	36	-3	5
C=CCOc1cccc(C2/C(=C(/O)c3ccc(C)cc3)C(=O)C(=O)N2CCN2CCOCC2)c1 (stereo unspecified)	-6	5	12
CCC(=O)N1CCc2cc(S(=O)(=O)NCCN3CCCCC3CC)ccc21 (stereo unspecified)	8	-1	8
Cc1cc(=O)n2nc(N3CCCC3C(=O)NCCCN3CC(C)CC(C)C3)sc2n1 (stereo unspecified)	-4	2	12
NC(=S)c1ccc(C(N)=S)o1	3	7	8
O=C(O)C1Nc2c(Cl)cc(Cl)cc2C2C=CCC12 (stereo unspecified)	-12	-1	-12
O=C(COC(=O)c1ccc(S(=O)(=O)NCc2ccco2)cc1)NCCC1=CCCCC1	-2	-8	-3
O=C(O)CCn1c(C2CCCCC2)nc2ccccc21	-8	-5	-4
COc1cccc(N2C(=O)N(c3ccccc3)C3CS(=O)(=O)CC32)c1 (stereo unspecified)	-1	-10	-7
CCOc1cccc(NC(=O)Cn2nc(-c3ccc4c(c3)OCCO4)ccc2=O)c1	10	-7	-1
O=C(NCc1ccc2c(c1)OCO2)C1CCCN1C(=O)Nc1cccc(F)c1 (stereo unspecified)	5	-4	0
CCn1c(COc2ccccc2OC)nnc1SCC#N	2	-2	-23
COCC(=O)N(Cc1ccccc1)c1ccccn1	-3	0	-9
Cc1cnc(C(=O)OCC(=O)Nc2ccc(Oc3ccccc3)cc2)cn1	-1	0	5
CN(C)S(=O)(=O)N1CCN(c2ccc(Cl)cc2)CC1	7	-5	-5
O=c1ncn(-c2ccccc2F)c2ncccc12	9	-4	-1
O=c1c2ccccc2nnn1CSc1nnc(COc2ccc(Cl)cc2)n1Cc1ccco1	-1	0	8
O=C1C2C3CCCC3=C3CCCC3C2C(=O)N1c1cccc(Cl)c1 (stereo unspecified)	-3	-1	-5
COc1cc(N2CCOCC2)ncn1	2	15	6
CC(C)(C)c1ccc(C(=O)NC(Cc2ccccc2)C(=O)O)cc1 (stereo unspecified)	-8	-7	-7
COc1ccc(NC(=S)N(CCc2nc3cc(C)c(C)cc3[nH]2)Cc2cccnc2)cc1	7	11	-2
COc1ccc(NC(=O)CSc2nnc(CCC(=O)Nc3ccc(C)c(Cl)c3)n2C)cc1	-10	-7	2
O=C(C(c1ccccc1)c1ccccc1)N1CCOCC1	-4	-7	-5
O=C1CC(c2ccco2)CC(O)=C1C=NCC1CCNCC1 (stereo unspecified)	-8	14	-7
CCOc1ccc(N2C(=O)CC(N3CCC(NC(=O)Nc4ccccc4)CC3)C2=O)cc1 (stereo unspecified)	-3	-1	8
Cn1cccc1Cc1nnc(SCC(=O)NCc2ccco2)n1CCc1ccccc1	-6	-2	-3
COc1ccc(CNc2nc(NCc3ccc(OC)c(OC)c3)n(C(=O)c3cccs3)n2)cc1OC	-1	1	-4
CCOc1ccc(N2CC(C(=O)NCc3cccc(C)c3)CC2=O)cc1 (stereo unspecified)	1	26	1
O=C(CS(=O)(=O)c1ccccc1)c1cc2ccccc2oc1=O	3	-9	5

Pulled one by one from the entries so far (4):
SMILES	esBAF inh	ARNT TACC3 PPI	RAD54 inh
CCOc1ccc(N2C(=O)CC(N3CCC(NC(=O)Nc4ccccc4)CC3)C2=O)cc1 (stereo unspecified)	-3	-1	8
Cn1cccc1Cc1nnc(SCC(=O)NCc2ccco2)n1CCc1ccccc1	-6	-2	-3
O=C(CS(=O)(=O)c1ccccc1)c1cc2ccccc2oc1=O	3	-9	5
CCOc1ccc(N2CC(C(=O)NCc3cccc(C)c3)CC2=O)cc1 (stereo unspecified)	1	26	1

Next records follow.
SMILES	esBAF inh	ARNT TACC3 PPI	RAD54 inh
CCc1ccc(CCC(=O)Nc2ccc(C(C)=O)cc2)o1	5	-2	4
CCOc1ccccc1N(C(=O)CNC(=O)c1ccco1)C(C(=O)NC1CCCC1)c1cccnc1 (stereo unspecified)	1	0	-1
CC(C)CC(=O)NC(NC(=S)Nc1cccc2cccnc12)C(Cl)(Cl)Cl (stereo unspecified)	9	9	6
Cc1c(NCc2cc(Cl)cc(Cl)c2O)c(=O)n(-c2ccccc2)n1C	1	-1	4
O=[N+]([O-])c1ccc(OC/C=C2\Oc3ccc([N+](=O)[O-])cc3C2N2CCOCC2)cc1 (stereo unspecified)	-5	13	1
CN(C)CCNc1nc(-c2ccco2)c2c(c1C#N)CC(C)(C)OC2	1	-3	15
Cc1cc(C)nc(SCc2nc3nc(C)cc(C)n3c2Br)n1	1	-4	-2
CS(=O)(=O)N1CCc2cc(C(=O)O)ccc21	4	-8	-6
O=C(NC1(C(F)(F)F)C(=O)Nc2c1c(=O)[nH]c(=O)n2-c1ccccc1)c1ccncc1 (stereo unspecified)	-4	-6	0
O=C(Cn1cc(C(=O)COc2ccccc2)c2ccccc21)NCc1ccco1	11	-4	4

Rewritten in markdown: entries from further up
| Compound | esBAF inh | ARNT TACC3 PPI | RAD54 inh |
| --- | --- | --- | --- |
| O=C(Cn1cc(C(=O)COc2ccccc2)c2ccccc21)NCc1ccco1 | 11 | -4 | 4 |
| O=C(O)C1Nc2c(Cl)cc(Cl)cc2C2C=CCC12 (stereo unspecified) | -12 | -1 | -12 |
| CCCCn1c2nc3ccccc3nc2c2c(=O)n(CCC)cnc21 | 1 | -2 | -1 |
| CN1CCN(C(=O)N2c3ccccc3C=Cc3ccccc32)CC1 | 8 | 2 | -2 |
| O=C1C2C3CCCC3=C3CCCC3C2C(=O)N1c1cccc(Cl)c1 (stereo unspecified) | -3 | -1 | -5 |
| CC(C)(C)OC(=O)N1CC2Cc3[nH]c(=O)ccc3C(C2)C1 (stereo unspecified) | 1 | 0 | 12 |
| CC(C)C(=O)N1CCC(CN=Cc2c(O)n(C3CCCCC3)c(=O)n(C3CCCCC3)c2=O)CC1 | -1 | -5 | -8 |

Next records.
SMILES	esBAF inh	ARNT TACC3 PPI	RAD54 inh
CC1=CS/C(=C(/C#N)C(=O)N2CCCCC2)N1c1ccccc1	4	0	-3
COc1ccc(/C(O)=C2/C(=O)C(=O)N(CCN(C)C)C2c2ccc(C)cc2)cc1Cl (stereo unspecified)	-7	-3	3
C=CCn1c(N2CCCCCC2)nc2c1c(=O)n(C)c(=O)n2C	-3	32	3
O=C(O)c1cc(-c2ccccn2)n[nH]1	-5	27	-11
CN(C)c1ccc(C2OC(=O)C3(CCCC3)C(=O)C2(C)C)cc1 (stereo unspecified)	-1	-16	0
O=[N+]([O-])c1cc(/C=N/O)ccc1SCc1ccccc1Cl	1	6	6
OC(CNCC1CCCO1)COc1ccc(OCC(O)CNCC2CCCO2)cc1 (stereo unspecified)	-1	7	8
CCOc1cccc(N(C(=O)Cc2cccs2)C(C(=O)NC2CCCCC2)c2cccn2C)c1 (stereo unspecified)	14	-17	4
CCOC(=O)c1sc(NS(=O)(=O)c2ccc(C)cc2)nc1C	0	-5	2
CCOc1ccc(OCC)c(NC(=O)CN2CCC(NC(=O)c3cccc(F)c3)CC2)c1	-3	1	-1

Quoted from the listing.
For ARNT TACC3 PPI, `O=C(O)C1Nc2c(Cl)cc(Cl)cc2C2C=CCC12` (stereo unspecified) is listed with -1
For ARNT TACC3 PPI, `CN(C)S(=O)(=O)N1CCN(c2ccc(Cl)cc2)CC1` is listed with -5

Next part:
SMILES	esBAF inh	ARNT TACC3 PPI	RAD54 inh
O=C(NNC(=O)c1ccccc1Cl)c1cccs1	19	-9	0
Clc1cccc(Cl)c1CSc1cc2c(nn1)-c1ccccc1CC2	17	-1	-5
CN1C(=O)c2ccccc2C(C(=O)NCCCN2CCCC2)C1c1c[nH]c2ccccc12 (stereo unspecified)	-5	-2	-1
COc1cc(NC(=O)c2ccccc2)c(OC)cc1NC(=O)CN1CCCCC1	3	7	-1
Cc1cc(C)nc(NC(=O)CN2C(=O)c3ccccc3C2=O)n1	4	21	-1
C#CC(C)(C)NC(=O)c1ccccc1OC	-10	-3	1
O=C(Nc1ccc(S(=O)(=O)Nc2ccccc2)cc1)C1COc2ccccc2O1 (stereo unspecified)	-3	-4	3
CCOc1ccc2nc(Nc3nc(CSc4nnnn4-c4ccccc4)cc(=O)[nH]3)nc(C)c2c1	1	1	-5
Nc1c(C(=O)N2CCOCC2)sc(=S)n1-c1ccccc1	-6	6	-2
CSCCC(NC(=O)c1cc(CC(C)C)oc1C)C(=O)O (stereo unspecified)	-1	-13	-5
COc1ccc(OC)c(CN2CCN(C(=O)c3cccs3)CC2)c1	6	26	-12
COc1ccccc1NC(=O)N1CCc2[nH]c3ccc(Cl)cc3c2C1	-80	1	3
CC1=NN(c2ccccc2)C(=O)/C1=C\c1c(C)[nH]n(-c2ccccc2)c1=O	-2	-6	-4
COC(=O)CN(c1ccc(C)cc1)S(=O)(=O)c1c(C)[nH]c(=O)[nH]c1=O	-1	-7	1
CCN=c1sc(C(=O)NCCc2ccccc2)cc(=O)n1CC	10	-2	1
CN(C)c1ccc(C(=S)NCc2ccco2)cc1	5	2	-8
COc1ccc(NC(=O)c2cncc(Br)c2)c(S(=O)(=O)N2CCOCC2)c1	-15	2	-2
O=C(NCCSc1ccc(Cl)cc1)c1ccco1	6	0	8
CCN(CC)CCn1c(SCC(=O)NCc2ccco2)nc2c(sc3ccccc32)c1=O	2	-1	-10
c1ccc(Nc2nc(N3CCCCC3)nc(N3CCNCC3)n2)cc1	-2	-2	-3
O=C1CCC(=O)N1CN(C(=O)c1ccco1)c1ccccc1	7	-15	11
CN(C)c1ccc(C2=NOC(CN3C(=O)c4ccccc4S3(=O)=O)C2)cc1 (stereo unspecified)	?	-15	-6
